CSN inh: inhibitors of human CSN-mediated cullin deneddylation. Purified CSN, SCF-Nedd8-OG deneddylation, fluorescence polarization. inhibition, % at 12.5 µM. actives 0.38% (n = 360,000). AID 651999;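 active = pattern-corrected inhibition above about 35%, with an unprinted fluorescence ratio check between 0.5 and 1.5, limit read from the data, passing the limit was not always enough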;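 note: 0% = enzyme with substrate and 100% = substrate without enzyme; some results filed as inactive read as strong as hits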
Target sequence (Q92905 whole entry, looked up, one chain of several): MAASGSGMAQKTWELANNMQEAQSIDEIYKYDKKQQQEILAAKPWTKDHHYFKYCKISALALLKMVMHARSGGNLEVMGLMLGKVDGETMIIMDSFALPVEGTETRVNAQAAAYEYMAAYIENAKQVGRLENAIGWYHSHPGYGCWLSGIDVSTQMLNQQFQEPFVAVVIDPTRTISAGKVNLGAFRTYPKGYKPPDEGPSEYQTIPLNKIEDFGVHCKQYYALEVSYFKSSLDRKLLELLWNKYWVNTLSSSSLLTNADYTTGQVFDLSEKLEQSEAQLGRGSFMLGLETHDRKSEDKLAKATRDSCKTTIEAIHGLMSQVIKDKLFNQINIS
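Assay system: purified human Csn5 enzyme expressed in HEK293T cells; Input: 0.24 nM Csn5 enzyme, final concentration; Reagent: 10 nM SCFSkp2-Nedd8OG; Compound dosing: 12.5 µM single point; Times: reaction 90 min, room temperature; Technique: fluorescence polarization readout.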
Scp-1 inhibitor: blocks human Scp-1 phosphatase activity. Recombinant Scp1, phosphopeptide, malachite green phosphate absorbance. inhibition, % at 20 µM. actives 0.88% (n = 340,000). AID 493091;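 active = inhibition above about 50% at 20 µM, limit read from the data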;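 note: plate controls were DMSO wells with enzyme for no effect and wells lacking enzyme for full effect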
Target sequence (Q9GZU7 76-261 limits assumed): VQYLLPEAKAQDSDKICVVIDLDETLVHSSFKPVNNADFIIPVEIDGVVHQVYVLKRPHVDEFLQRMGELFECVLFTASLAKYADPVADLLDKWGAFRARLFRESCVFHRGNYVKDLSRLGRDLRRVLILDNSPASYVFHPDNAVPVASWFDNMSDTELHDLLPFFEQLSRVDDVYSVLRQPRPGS
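Incubation: 45 min enzyme reaction at room temperature / System: truncated SCP-1 phosphatase (76-261aa) / Reagent: Phospho 17-mer peptide substrate / Buffer or medium: Acidic Tris acetate buffer with magnesium and detergent / Signal: absorbance at 630 nm / Doses: one concentration, 20 µM, with 1.0% DMSO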
Tb MetRS inh: blocks T. brucei methionyl-tRNA synthetase activity | inhibition, % at 11.9 µM | actives 0.4% (n = 360,000) | purified T. brucei MetRS, ATP depletion, Kinase-Glo luminescence;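 active = inhibition above a per-plate cutoff of the control wells' mean inhibition plus 3 SD, cut at about 5.5% in these data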;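 note: 0% = DMSO wells median and 100% = median of wells with control inhibitor compound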
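Test system: purified T. brucei MetRS enzyme. Also added: ATP, methionine and E. coli bulk tRNA substrates. Compound: 11.9 µM single point. Schedule: 15 min enzyme-compound preincubation, 2 h reaction, 10 min detection, 25 °C. Signal: luciferase luminescence of residual ATP, Kinase-Glo. Evaluation: percent inhibition versus plate control medians. Controls: DMSO wells, low control.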
Rpn11 block: inhibitors of human proteasome Rpn11. O00487. human 26S proteasome, Ub4-pepOG fluorescence polarization; 20S core pre-blocked with epoxomicin. calls only at 20 µM. actives 0.59% (n = 360,000). AID 588493;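 active = inhibition at 20 µM, scaled to each plate's controls, above about 33%, limit read from the data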
Target sequence (O00487 whole entry, looked up): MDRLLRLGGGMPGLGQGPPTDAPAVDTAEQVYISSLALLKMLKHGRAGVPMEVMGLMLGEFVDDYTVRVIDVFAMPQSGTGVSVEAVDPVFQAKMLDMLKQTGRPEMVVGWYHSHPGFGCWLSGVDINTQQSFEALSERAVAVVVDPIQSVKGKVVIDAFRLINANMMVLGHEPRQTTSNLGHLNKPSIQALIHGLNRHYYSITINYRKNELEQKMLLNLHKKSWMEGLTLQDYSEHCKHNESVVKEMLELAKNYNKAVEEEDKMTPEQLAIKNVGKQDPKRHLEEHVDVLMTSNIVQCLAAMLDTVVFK
NadD inh: inhibitors of Staphylococcus aureus NadD; inhibition, % at 20 µM; purified NadD enzyme, colorimetric absorbance read-out; actives 0.78% (n = 360,000); in the data active = inhibition above about 26%; note: some compounds past the cut are filed as inactive
LMPTP inh: LMPTP (human) inhibition | recombinant LMPTP-A, OMFP fluorogenic substrate, fluorescence intensity | AID 651560 | actives 0.22% (n = 360,000) | inhibition, % at 20 µM | P24666;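 active = compounds that cut the enzyme signal by at least half of the control window in the single-dose screen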;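 note: plate controls were DMSO wells with enzyme plus substrate for no effect and substrate without enzyme for full effect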
Target sequence (P24666 whole entry, looked up): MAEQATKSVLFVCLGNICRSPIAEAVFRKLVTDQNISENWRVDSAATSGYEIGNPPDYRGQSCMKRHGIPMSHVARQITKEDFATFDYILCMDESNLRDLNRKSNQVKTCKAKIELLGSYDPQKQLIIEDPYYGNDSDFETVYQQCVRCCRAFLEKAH
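Assay system: LMPTP-A phosphatase enzyme | Input: 0.625 nM enzyme | Also added: Fluorogenic phosphatase substrate OMFP at 400 µM final | Compound dosing: One test concentration per compound, 20 µM, with 3% DMSO overall | Schedule: 50 min enzyme reaction at room temperature, protected from light | Signal: Fluorescence intensity | Benchmarks: no-enzyme and uninhibited controls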
STEP block: STEP (human) phosphatase inhibition; actives 0.25% (n = 360,000); AID 588621; recombinant STEP, OMFP fluorogenic substrate, fluorescence; inhibition, % at 20 µM;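 active = inhibition at 20 µM, scaled per plate between control wells, above about 37%, limit read from the data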;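 note: 0% = DMSO with enzyme and substrate and 100% = substrate only without enzyme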
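System: STEP phosphatase, cell-free reaction; Buffer or medium: Bis-Tris pH 6.0 buffer with DTT, detergent; Incubation: 20 min at room temperature, dark; Measured by: fluorescence, 480/540 nm.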
SUMO1-SIM PPI: alters human SUMO1 binding to SIM partners | P63165 | SUMO1 binding to a labelled peptide, TR-FRET, 1 h | inhibition, % at 20 µM | actives 0.33% (n = 360,000); in the data active = inhibition above about 37%
DNMT1 block: DNMT1 (human) enzyme inhibition; P26358; actives 0.83% (n = 360,000); DNMT1 molecular beacon, Hinp1I cleavage, fluorescence; inhibition (reported as % activation of signal), % at 10 µM; AID 588458; in the data active = inhibition above about 50%
MsrA inhibitor: inhibits bovine methionine sulfoxide reductase A; purified bovine MsrA, absorbance read-out; inhibition, % at 15.5 µM; actives 0.75% (n = 360,000); AID 651718; in the data active = inhibition above about 4.5%;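 note: 0% = vehicle wells with enzyme and 100% = reference inhibitor wells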
* = called active by the depositor; i = inactive; . = not tested or not shown.

SMILES	CSN inh	Scp-1 inhibitor	Tb MetRS inh	Rpn11 block	NadD inh	LMPTP inh	STEP block	SUMO1-SIM PPI	DNMT1 block	MsrA inhibitor
CCNc1ncnc2c1cnn2C	2.0	-1.0	-0.1	i	-3.1	-1.5	2.3	4.2	0.8	0.2
Nc1nc2ccc(Cl)cc2o1	-3.8	-10.4	-0.2	i	-0.3	-0.3	0.0	-0.2	2.7	0.1
CC(SCC(=O)O)c1nc2ccccc2[nH]1 (configuration not stated)	-2.3	-7.2	1.1	i	-0.5	0.2	-1.2	-4.3	1.6	-1.0
O=C(CCCCCN1C(=O)[C@@H]2Cc3ccccc3CN2C1=O)Nc1cccc(F)c1	4.6	-8.6	0.0	i	-7.9	-0.3	0.2	-5.9	0.9	0.7
CCN(CC)S(=O)(=O)c1ccc(C(=O)Nc2cccc(C)c2)cc1	-3.9	-5.5	-0.2	i	-3.3	-0.3	-1.4	-1.4	1.0	2.1
Cc1ccc(/C=C2/C(=O)N=C(N)N2C)s1	-9.7	1.3	0.1	i	1.3	-1.5	3.3	-9.8	15.5	2.4
O=C(COc1ccccc1)Nc1cc(C(F)(F)F)ccc1N1CCCC1	0.5	-4.3	-0.1	i	0.8	3.2	-0.2	-0.3	-10.5	0.9
COC(C[C@H]1O[C@H]1C(=O)[C@@H](C)OCc1ccccc1)OC	3.5	-5.8	-0.1	i	2.2	-0.7	1.9	-1.4	3.8	1.1
CCSc1nc2c(c(=O)n1-c1ccc(F)cc1)SCC2	0.5	-6.3	-1.1	i	2.9	0.8	-0.2	-7.1	7.1	2.6
COc1ccc(CCNC(=O)CCc2cc(OC)c(OC)c(OC)c2)cc1OC	3.0	-9.7	-0.6	i	-0.8	-1.2	-0.5	1.1	0.4	-0.3
Cc1nonc1OCCn1nnnc1N	-1.0	-4.5	-0.2	i	-3.8	-1.6	2.4	0.2	1.6	-0.5
Cc1c(N(C)S(=O)(=O)c2cc(C(=O)Nc3ccccn3)ccc2Cl)c(=O)n(-c2ccccc2)n1C	-3.6	-1.2	-0.3	i	-1.8	-1.7	0.1	30.0	1.4	1.8
COc1ccc(C#Cc2c(-c3ccccc3)n(-c3ccccc3)c3ccc(CO)cc23)cc1	0.9	-14.5	-0.3	i	8.1	3.1	-0.9	-2.5	-19.6	2.4
COc1ccc(NC(=O)CCS(=O)(=O)c2ccc3nc(C)sc3c2)cc1OC	-6.0	13.4	0.0	i	1.7	-1.9	-3.9	4.1	1.9	0.1
CCCc1nc2nc(C)c(NS(=O)(=O)c3ccc4c(c3)CCCC4)c(=O)n2[nH]1	-1.6	-0.6	-0.1	i	-2.8	-0.8	-0.6	1.8	1.5	-0.8
COC(=O)c1ccc(C(=O)N=c2sccn2C)cc1	0.0	-5.9	0.5	i	-2.3	2.7	-1.6	9.8	-1.1	1.5
COc1ccc(CNC(=O)C[C@@H]2CC[C@@H](NS(=O)(=O)c3cccc(OC)c3)[C@@H](CO)O2)cc1	-5.6	.	0.0	.	.	-1.3	.	7.7	.	0.3
Cc1cc(N2C(=O)C(O)=C(C(=O)c3ccc(C)o3)C2c2ccc(OCc3ccccc3)cc2)no1 (configuration not stated)	5.4	-16.1	-0.6	i	58.6*	52.5*	5.1	-7.8	-2.2	3.3
O=C(NC(=S)Nc1ccccc1N1CCOCC1)c1ccc(-c2cccc(Cl)c2)o1	2.8	-17.2	-0.4	i	6.6	1.8	-2.5	1.0	-6.2	0.0
COc1ccc(N2C(=O)[C@@H]3[C@H](C2=O)[C@H]2c4ccccc4C=CN2[C@@H]3C(C)=O)cc1	-6.2	-2.3	0.2	i	13.1	-3.6	-3.9	2.6	-20.7	-0.1
C/C(N)=C(/C#N)C(=O)COc1ncnc2ccccc12	2.6	-2.2	0.3	i	-5.7	-1.0	-4.6	-2.4	0.0	1.6
CCCCS(=O)CC(O)COc1ccc(C(C)(C)C)cc1 (configuration not stated)	0.4	3.1	-0.9	i	-3.3	-1.2	-2.3	0.2	1.7	-0.5
O=C(CCS(=O)(=O)c1ccccc1)N1CCN(c2ccccc2)CC1	0.4	2.4	-0.7	i	-2.5	-1.3	-0.7	-0.2	1.6	0.0
O=C(CSc1nc2cc(Cl)ccc2c(=O)n1Cc1ccco1)Nc1ccc(S(=O)(=O)N2CCOCC2)cc1	-2.0	-7.3	0.8	i	21.3	0.3	-0.5	-0.9	-3.8	0.1
CCOc1ccc(NS(=O)(=O)c2ccc(C(=O)N3CCCCCC3)cc2)cc1	4.6	-0.4	-0.2	i	-3.7	-1.1	-1.2	-0.4	2.5	0.3
CCC(C)(C)n1nnnc1C(c1ccc(Cl)cc1)N1CCN(C)CC1 (configuration not stated)	0.0	-4.2	-1.2	i	-2.7	-1.8	2.6	-6.4	4.9	-0.1
Cc1cccc(C)c1NC(=O)CN(C)C(=O)c1ccc(COc2ccccc2)cc1	-6.0	-4.2	-0.5	i	-2.0	0.9	2.6	-1.0	-4.3	0.5
Cn1nc(NC(=O)CC23CC4CC(CC(C4)C2)C3)c2c(F)cccc21	2.5	7.4	-0.4	i	-6.2	0.6	-1.5	5.0	-1.4	-0.7
CCN(CC)c1ccc(/C=N/N2CCN(Cc3ccccc3Cl)CC2)cc1	3.5	-7.3	-0.2	i	9.3	4.4	6.6	-6.6	-1.0	1.4
CC(=O)c1ccc(NC(=O)c2ccc(S(=O)(=O)c3ccccc3)cc2)cc1	-6.2	-3.7	-0.7	i	-1.6	0.0	0.3	-0.1	-0.8	0.3
Cc1ccc(CCNC(=O)c2cc(S(=O)(=O)N3CCOCC3)cn2C)cc1	-5.6	-9.2	-0.1	i	-3.6	-2.4	0.9	-2.2	-2.6	1.1
CN(C)CCN(C(=O)c1ccc2ccccc2c1)c1nc2cc3c(cc2s1)OCO3	-0.7	.	-0.4	i	-1.9	-0.5	-0.4	-4.1	2.8	0.8
O=C(Cc1ccc(-c2ccccc2)cc1)NCCN1CCOCC1	0.2	-4.8	-0.4	i	-2.5	-2.4	-5.4	1.9	0.2	-0.5
C=CCn1c(CSCc2ccccc2)nnc1SCC(=O)N1CCN(c2ccccc2)CC1	-3.1	-3.9	-0.5	i	3.7	4.4	-0.6	3.6	0.9	-0.2
CCCCOC(=O)c1ccc(NC(=O)COC(=O)C2CC2C)cc1 (configuration not stated)	-5.0	.	0.3	i	-5.8	-0.1	-1.1	4.8	9.0	-0.1
CCOC(=O)c1cnc2c(Cl)cccc2c1NCCN(C)C	1.0	2.6	-1.0	i	-0.4	1.3	-1.3	-0.4	9.4	0.4

A different layout for 4 compounds above.
Sequence of screens – CSN inh, Scp-1 inhibitor, Tb MetRS inh, Rpn11 block, NadD inh, LMPTP inh, STEP block, SUMO1-SIM PPI, DNMT1 block, MsrA inhibitor
> CCN(CC)c1ccc(/C=N/N2CCN(Cc3ccccc3Cl)CC2)cc1
  3.5, -7.3, -0.2, i, 9.3, 4.4, 6.6, -6.6, -1.0, 1.4
> CC(=O)c1ccc(NC(=O)c2ccc(S(=O)(=O)c3ccccc3)cc2)cc1
  -6.2, -3.7, -0.7, i, -1.6, 0.0, 0.3, -0.1, -0.8, 0.3
> Cc1ccc(CCNC(=O)c2cc(S(=O)(=O)N3CCOCC3)cn2C)cc1
  -5.6, -9.2, -0.1, i, -3.6, -2.4, 0.9, -2.2, -2.6, 1.1
> CN(C)CCN(C(=O)c1ccc2ccccc2c1)c1nc2cc3c(cc2s1)OCO3
  -0.7, ., -0.4, i, -1.9, -0.5, -0.4, -4.1, 2.8, 0.8

Continuation.
SMILES	CSN inh	Scp-1 inhibitor	Tb MetRS inh	Rpn11 block	NadD inh	LMPTP inh	STEP block	SUMO1-SIM PPI	DNMT1 block	MsrA inhibitor
COc1ccc2c(c1)c([C@@H]1[C@H](C)[C@H]3CCCC[C@H]3CN1S(=O)(=O)c1ccc(C)cc1)cn2C	2.9	18.3	0.2	i	3.6	2.2	3.1	2.9	5.8	-1.2
O=c1[nH]c2cnccc2n1-c1ccccc1	-3.7	0.5	-0.6	i	6.7	0.0	-3.1	0.8	0.5	-0.5
Cc1ccc(C(=O)OCC(=O)N(C)c2ccccc2)cc1C	-0.9	-2.0	0.7	i	-4.1	-0.5	0.5	-1.5	4.7	0.5
CCC[C@@H]1C[C@@]1(CCC)[C@@H](NC(=O)c1ccccc1)c1ccc(C(=O)OC)cc1	0.6	-11.4	-0.3	i	-12.8	2.2	1.3	-2.0	-1.4	1.1
COc1ccc(Br)c(-c2nnc(CS(=O)(=O)c3ccccc3)o2)c1	0.9	-5.2	0.0	i	-6.6	1.5	-1.8	0.2	-1.4	-0.5
CCOC(=O)c1ccc(NC(=O)CSc2nnc(C3CCCCC3)n2C)cc1	0.7	5.0	-0.2	i	-0.2	-1.9	-1.6	-0.9	-1.2	2.5
COc1ccc(CC(=O)Nc2ccc(C)c(S(=O)(=O)N3CCCCCC3)c2)cc1	-2.6	-12.1	0.2	i	-6.9	2.1	-2.7	3.7	-6.5	-0.7
CCCOCCOC(=O)C1=C(C)NC(=O)NC1c1cc(Cl)c(O)c(OC)c1 (configuration not stated)	4.1	-2.7	-0.6	i	-1.9	-1.1	-4.2	-0.6	4.9	0.4
COc1cccc(/C=N/NC(=O)CC(=O)NCCc2ccccc2)c1OC	-8.8	-1.8	0.1	i	-2.5	-2.0	-2.9	-4.2	0.0	0.0
CCCC(=O)NCCc1cc2ccc(C)c(C)c2[nH]c1=O	1.3	-3.4	-0.9	i	-1.9	0.8	-1.2	2.9	-0.4	0.3
O=C1C(=O)c2cccnc2-c2ncccc21	59.0*	.	14.6*	i	39.7*	55.8*	6.8	39.1	112.0*	-2.2
CC1CCCCN1CCCNC(=O)c1ccc(NC(=O)C2=CSCCO2)cc1 (configuration not stated)	-0.4	-6.8	0.5	i	-3.0	1.0	-0.9	-7.7	-1.1	2.2
O=C(NCCOCCNC(=O)OCc1ccccc1)OCc1ccccc1	-7.5	-12.5	-0.3	i	-8.7	-0.8	1.2	16.0	0.1	2.1

High-throughput results as filed in PubChem.
